# Giardia FBPA inh – qHTS Assay for Inhibitors of Fructose-1,6-bisphosphate Aldolase from Giardia Lamblia; 290,000 tested, 0.71% active; purified Giardia FBPA; Potency, µM (top dose mostly 59.6 µM), without a hit: top-dose activity, negative = inhibition, usual class: inhibitors; A8B2U2; AID 2451, 2010; active = well fitted inhibition curve with a large enough effect; inconclusive = small, poorly fitted or top-dose-only effect, or effect the other way; note: nearly all actives have a fitted effect of over 55% in size
# Target sequence (A8B2U2 whole entry, looked up): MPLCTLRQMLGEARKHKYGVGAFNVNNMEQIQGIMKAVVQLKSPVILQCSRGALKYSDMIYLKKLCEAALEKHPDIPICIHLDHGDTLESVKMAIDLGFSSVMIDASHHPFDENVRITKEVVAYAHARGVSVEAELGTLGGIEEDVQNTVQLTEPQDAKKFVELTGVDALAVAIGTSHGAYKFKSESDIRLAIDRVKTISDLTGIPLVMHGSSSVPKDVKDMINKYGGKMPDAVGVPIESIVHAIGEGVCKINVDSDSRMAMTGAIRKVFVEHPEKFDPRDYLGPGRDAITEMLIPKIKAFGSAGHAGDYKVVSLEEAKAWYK
#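 Giardia FBPA (40 nM reagent) was preincubated 10 min at RT with compound (up to 57.5 uM final), then substrate plus GAPDH/TPI/NAD/arsenate coupling system with diaphorase/resazurin was added; resorufin fluorescence (525/598 nm) was read after 20 min.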
# Starred values were filed as active, the others as inactive; ? = inconclusive; & = joins results of further samples; [ ] = remark or other dose. % is set by controls: 0 for no effect and ±100 for the full control effect; potency is the fitted concentration of half-maximal effect. The list is partial. The share of hits here may be higher or lower than overall.
smiles | Giardia FBPA inh
CC1(C)SC2C(NC(=O)Cc3ccccc3)C(=O)N2C1C(=O)O (centres undefined) | -2%
COC(=O)[C@@]1(Cc2ccc(OC)cc2)[C@H]2c3cc(C(=O)N(C)C)n(Cc4ccsc4Br)c3C[C@H]2CN1C(=O)c1ccccc1 | -2%
COc1ccc(CNc2ncnc3ccc(-c4ccccc4CN(C)C)cc23)c(OC)c1 | -2%
CN1CCc2cc3c(cc2C1C1OC(=O)c2c1ccc1c2OCO1)OCO3 (centres undefined) | 8%
CN1CCN(c2ncncc2-c2ccccc2Cl)CC1 | -8%
CCc1cc2c(nc1CC)CCN(CC/C(C)=N/O[C@@H](C)c1cn([C@H](CO)Cc3ccccc3)nn1)C2 | -2%&-2%[12.9 µM]
COc1ccc(-c2nc3c(c4c2C[C@H](c2ccccc2)OC4)CN(C(=O)NCCc2c[nH]c4ccccc24)CC3)c(C)c1 | 1%[12.9 µM]
COc1ccc2c(c1)C(=O)[C@H](OC(=O)Nc1cc(OC)c(OC)c(OC)c1)[C@@H](c1ccc(OC)c(Br)c1)O2 | -5%
COC(=O)[C@@H]1C[C@H]1[C@@H](NC(=O)c1ccc(Br)cc1)c1ccccc1 | 9%
CC1=CC(=O)C2=C(C)C[C@@H]3OC(=O)[C@@H](C)[C@H]3C=C12 | -3%
N[C@@H](C(=O)O)c1ccc(C(=O)O)c(O)c1 | -18%
N[C@@H](CS(=O)O)C(=O)O | 0%&-23%
C#CCCCO/N=C1/[C@H]2O[C@@H]2[C@@H](O)[C@H]2[C@H]1CCn1c(=O)n(-c3ccccc3)c(=O)n12 | 2%[12.9 µM]
CC1=C(CCC(=O)O)c2cc3nc(cc4[nH]c(cc5[nH]c(cc1n2)c(C)c5C(C)O)c(C)c4C(C)O)C(C)=C3CCC(=O)O (centres undefined) | ?
CN1CCN(c2cc(-c3ccccc3Cl)ncn2)CC1 | 7%
NCCC[C@@H](CC(=O)N[C@@H]1CCNC[C@H]1C(=O)N[C@H](CC(=O)N[C@@H](CCC(=O)O)CC(=O)O)Cc1ccccc1)NC(=O)C[C@H](CO)NC(=O)[C@@H]1CNCC[C@H]1N | ?
NCCCP(=O)(O)CC1CCCCC1 | 13%
O=C1C=C(NCCO)C(=O)c2cnccc21 | 10%
N[C@H](C(=O)O)[C@@H]1[C@@H](C(=O)O)C1(F)F | -4%
O=C(N[C@@H](Cc1ccccc1)C(=O)O)c1ccccc1 | 10%
COc1cccc(CNc2ccc3nc(-c4ccc(N)cc4)c(OC)n3n2)c1 | -10%
C=CCN1c2ccccc2[C@]23C[C@@H](C(=O)OC)N(S(=O)(=O)c4ccc(C(F)(F)F)cc4)C2=NC(C(=O)OC)=C(C(=O)OC)[C@H]13 | 4%[12.9 µM]
C/C(=C\C[Si](C)(C)C)CCC=O | -6%
CC(C)C[C@@H](CC(=O)N[C@@H](CCC(=O)O)CC(=O)O)NC(=O)[C@@H]1CNCC[C@H]1NC(=O)C[C@@H](NC(=O)C[C@H](Cc1ccccc1)NC(=O)[C@@H]1CCCC[C@H]1N)C(C)C | -24%
COc1ccccc1CNc1ccnc(-c2cccc(NS(C)(=O)=O)c2)n1 | -6%

# Later entries
smiles | Giardia FBPA inh
CC1(OC(=O)c2ccc(Cl)nc2)C(=O)C=c2cc(-c3ccsc3)ncc2=C1OC(=O)C1CCCC1 (centres undefined) | 3%[12.9 µM]
COc1ccc(-c2nc3cnc(Nc4ccccc4)nc3n(C[C@H]3CCCO3)c2=O)cc1 | 5%
CC(C)=CCc1c(O)cc2oc(C)cc(=O)c2c1O | -4%
COc1ccc2c(c1)C(=O)[C@H](OC(=O)N[C@H]1CCCc3ccccc31)[C@@H](c1ccc(OC)c(Br)c1)O2 | 2%
COC(=O)C/C=C\[C@@H](C)[C@@H](/C=N\O[C@@H](C)c1cc(-c2c(C)cc(C)cc2C)no1)NS(=O)(=O)c1ccc(C)cc1 | 0%[12.9 µM]
CCOC(=O)CCN1C(=O)[C@@H]2[C@H]3C(=CC[C@H]2C1=O)C(=O)[C@H]1O[C@H]1[C@H]3O | -5%[12.9 µM]
N[C@@H](CCC(=O)N[C@H](CSN=O)C(=O)NCC(=O)O)C(=O)O | 0%
COc1ccc(NC(=O)N2CC3(CCN(C(=O)Oc4ccccc4)CC3)C2)cc1 | -4%
COc1ccc(C2OC3C(CO)OC(n4cnc5c(=O)[nH]c(N)nc54)C3O2)cc1 (centres undefined) | 3%
COc1c2c(cc3c1C(CC(=O)c1c(O)c(OC)c4occc4c1OC)[N+](C)(C)CC3)OCO2 (centres undefined) | -14%
Cc1noc(C)c1-c1cc(N2CCN(C)CC2)ncn1 | 2%
CNc1ncnc2ccc(-c3ccc4c(c3)OCO4)cc12 | -7%
CCNC(=O)[C@H](C)/C=C/C(NC(=O)OCc1ccccc1)c1ccc(C(=O)OC)cc1 (some centres undefined) | 5%
CCCC[N+]12C3CC(C(CC)[C@H]1O)[C@@H]1C(O)C4(C[C@@H]12)c1ccccc1N(C)C34 (some centres undefined) | -4%
N#Cc1cccc(NC(=O)N2CC3(CCN(C(=O)c4ccco4)CC3)C2)c1 | -4%
COc1cccc(-c2nccc(NCc3cccs3)n2)c1 | -5%
COc1cccc(-c2oc3ccccc3c(=O)c2O)c1 | 0%
CCCCCCCC1=CC2=C(Cl)C(=O)C(C)(OC(C)=O)C(=O)C2=CN1C (centres undefined) | ?
C[C@@H](O)CCC[C@H](O)/C=C/[C@H]1[C@H](O)CC(=O)[C@@H]1C/C=C\CCCC(=O)O | -2%
N[C@@H](Cn1cc(I)c(=O)n(Cc2ccc(C(=O)O)cc2)c1=O)C(=O)O | -13%
NC1(C(=O)O)CCCC1 | -6%&-12%
CC(C)C[C@@H](CC(=O)N[C@H](CC(=O)N[C@@H]1CCNC[C@H]1C(=O)N[C@H](CC(=O)N[C@@H](CCC(=O)O)CC(=O)O)Cc1c[nH]c2ccccc12)C(C)C)NC(=O)[C@@H]1CNCC[C@H]1N | ?
N#CCCn1c(=O)c(-c2ccc(F)cc2)nc2cnc(OCc3ccccc3)nc21 | 8%
CC(C)[C@@H](CC(=O)N[C@@H]1CCCC[C@H]1C(=O)N[C@H](CC(=O)N[C@@H](CCC(=O)O)CC(=O)O)Cc1ccccc1)NC(=O)C[C@H](Cc1ccccc1)NC(=O)[C@@H]1CCCC[C@H]1N | -21%
COC(=O)CCCC1=CC2=C(c3ccccc3)C(=O)C(C)(OC(=O)C3CCCC3)C(=O)C2=CN1Cc1ccccc1 (centres undefined) | -6%[12.9 µM]

# Gathered by group, the entries above containing bromine.
smiles | Giardia FBPA inh
COC(=O)[C@@]1(Cc2ccc(OC)cc2)[C@H]2c3cc(C(=O)N(C)C)n(Cc4ccsc4Br)c3C[C@H]2CN1C(=O)c1ccccc1 | -2%
COc1ccc2c(c1)C(=O)[C@H](OC(=O)Nc1cc(OC)c(OC)c(OC)c1)[C@@H](c1ccc(OC)c(Br)c1)O2 | -5%
COC(=O)[C@@H]1C[C@H]1[C@@H](NC(=O)c1ccc(Br)cc1)c1ccccc1 | 9%
COc1ccc2c(c1)C(=O)[C@H](OC(=O)N[C@H]1CCCc3ccccc31)[C@@H](c1ccc(OC)c(Br)c1)O2 | 2%

# Additional results
smiles | Giardia FBPA inh
CC(C)(O)[C@@H]1C2OC(=O)[C@@H]1[C@]1(O)C[C@H]3O[C@]34C(=O)O[C@H]2[C@]14C | 6%
CC(C)C1=CC2=CC[C@@H]3[C@](C)(CO)CCC[C@]3(C)C2CC1 (some centres undefined) | -2%
COC(=O)CCC(=O)OC1(C)C(=O)C2=CN(Cc3ccco3)C(c3ccc(OC)cc3)=CC2=C(Br)C1=O (centres undefined) | -2%[12.9 µM]
CC(C)[C@@H]1CN[C@H](C(=O)O)[C@@H]1CC(=O)O | -27%
Cc1nc2cnc(N(C)C)nc2n(-c2ccccc2)c1=O | 7%
CCCCCCCCCCCCCCCC(=O)NC(C)C | 7%
C[C@@H](C1=C(CCN(C)C)Cc2ccccc21)c1ccccn1 | 0%
COc1ccc(C2=CC3=CC(=O)C(C)(O)C(=O)C3=CO2)cc1 (centres undefined) | -6%
COC(=O)[C@H]1C[C@H]2CC[C@H](O)C[C@H]2N1CC1CC1 | -6%
COc1ccc(-c2cc(=O)c3ccccc3o2)cc1OC | 7.9µM*
CN1CCN(c2ncc3nc(-c4cn(C)c5ccccc45)c(=O)n(CCc4ccccc4)c3n2)CC1 | 4%
c1ccc2c(c1)OC[C@@H](C1=NCCN1)O2 | 0%
O=C(c1cc(C(F)(F)F)cc(C(F)(F)F)c1)N1CCC[C@@]2(CCN(Cc3ccncc3)C2)C1 | 4%
CN(C)c1ncc2nc(CCc3ccccc3)c(=O)n(C[C@H]3CCCO3)c2n1 | -10%
COc1ccc(C(=O)N2CCC3(CC2)CCN(c2cccc(-c4ccccc4)c2)CC3)cc1 | -1%
CC(CCC(=O)O)C1CCC2C3C(O)C[C@@H]4CC(O)CC[C@@]4(C)C3CC(O)[C@]12C (some centres undefined) | 8%
O=C(Oc1ccccc1)N1CCC2(CCCN(c3ccccc3)C2)CC1 | 1%
CC12C=C(/C=C/c3ccc(F)cc3)C(C)(C1)C(c1ccc(F)cc1)CC2=O (centres undefined) | 2%[12.9 µM]
CNC[C@H](O)c1ccc(O)c(OC)c1 | 1%[21.7 µM]
COc1cc(=O)n(C)c2c(OC[C@@H](O)C(C)(C)O)cccc12 | -1%[21.7 µM]
CCCCCCN(C(=O)CCCCCN1C(=O)NC(c2ccccc2-c2ccccc2)C(C(=O)OCc2ccccc2)=C1C)C(C(=O)NCCCC)c1ccc(OCC(=O)OC)c(C(=O)OC)c1 (centres undefined) | -1%
COc1ccc2[nH]cc(CCNc3ncncc3-c3c(C)noc3C)c2c1 | 5%
COCCn1c(=O)c(-c2ccc(OC)cc2)nc2cnc(N3CCN(C)CC3)nc21 | 3%
O=C(O)COc1cccc(-c2ocnc2-c2nc(-c3ccccc3)c(-c3ccccc3)o2)c1 | 30%
COC(=O)C(C(=O)OC)[C@@H](NC(=O)OCc1ccccc1)c1ccccc1 | 0%

# Next section
smiles | Giardia FBPA inh
CC(C)=NO[C@@H](C)c1cn([C@H](CO)Cc2ccccc2)nn1 | 2%&1%[12.9 µM]
CC(C)CN1CC2(CCN(C(=O)c3ccco3)CC2)C1 | 0%
Cc1noc(C)c1C(=O)N1CCC[C@@]2(CCN(c3ccccc3)C2)C1 | -24%
COc1ccc(C(=O)N2CCC3(CCN(C)CC3)CC2)cc1 | 10%
COc1ccc(-c2nc3c(c4c2C[C@H](c2ccccc2)OC4)CN(S(=O)(=O)c2ccc(Cl)c4nonc24)CC3)c(C)c1 | -1%[12.9 µM]
Cc1nc(NCc2ccccc2)c2nc(-c3ccccc3)n(C(C)CN(C)C)c2n1 (centres undefined) | -1%
O=C1C=CC2=C3c4cc(O)c(O)cc4C[C@]3(O)COC2=C1 | ?
CCC/C=C(\CCC)C(NC(=O)c1ccccc1)c1ccccc1 (centres undefined) | 9%
COc1ccc(COC(=O)N/N=C2/C[C@@H](O)[C@@H](O)[C@@H]3[C@@H]4C(=O)N(c5cccc(Oc6ccccc6)c5)C(=O)[C@H]4CC[C@H]23)cc1 | 0%[12.9 µM]
COC(=O)[C@@]1(Cc2ccc(F)cc2)[C@H]2c3cc(C(=O)N4CCCC4)n(Cc4ccccc4)c3C[C@H]2CN1C(=O)c1ccccc1 | -14%
CCC[C@@H]1CC2=CC(=O)CC[C@]2(C)[C@@H]2CC[C@@]3(C)[C@H](CC[C@]3(O)CCC(=O)O)[C@H]12 | 10%
COC(=O)N1CCC[C@@]2(CCN(c3ccccc3)C2)C1 | -15%
COC(=O)N1CCC2(CC1)CN(c1cccc(-c3ccccc3)c1)C2 | -6%
Cc1csc(-c2coc3cc(O[C@@H]4O[C@H](CO)[C@@H](O)[C@@H](O)[C@H]4O)ccc3c2=O)n1 | -6%
CCCCS(=N)(=O)CC[C@H](N)C(=O)O (some centres undefined) | -1%
CC1CC[C@@]2(OC1)O[C@@H]1[C@@H](O)[C@H]3C4CC[C@H]5C[C@@H](O[C@@H]6O[C@H](CO)[C@H](O[C@@H]7O[C@H](CO)[C@@H](O)[C@H](O[C@@H]8OC[C@@H](O)[C@H](O)[C@H]8O)[C@H]7O[C@@H]7O[C@H](CO)[C@@H](O)[C@H](O[C@@H]8O[C@H](CO)[C@@H](O)[C@H](O)[C@H]8O)[C@H]7O)[C@H](O)[C@H]6O)[C@H](O)C[C@]5(C)C4CC[C@]3(C)[C@H]1[C@@H]2C (some centres undefined) | 10%
NC(=O)N/N=C\c1ccc([N+](=O)[O-])o1 | -16%[21.7 µM]
Cn1cccc1C(=O)N1CCC[C@@]2(CCN(C(=O)Nc3cccc(C#N)c3)C2)C1 | -4%
COc1cccc(-c2cc(NCc3cnc(C)cn3)ncn2)c1 | -7%
CCCCC1=CC2=CC(=O)C(C)(OC(=O)CCC(=O)OC)C(=O)C2=CO1 (centres undefined) | -7%
NCC1CCCCC1CC(=O)O (centres undefined) | 7%
CNc1ccccc1C(=O)O | -6%
CC(C)c1ccc2c([Si](C)(C)C)c3c(nc2c1)-c1cccc(=O)n1C3 | 0%
COC1C(O)C(CO)OC1n1c(Br)nc2c(=O)[nH]c(N)nc21 (centres undefined) | 7%
COCCNc1ncnc2ccc(-c3ccccc3C(F)(F)F)cc12 | -8%

# (listing goes on)
smiles | Giardia FBPA inh
NCC1O[C@@H](O[C@H]2C(O)C(O[C@@H]3C(O[C@H]4OC(CO)C(O)C(O)C4N)C(N)CC(N)[C@H]3O)O[C@@H]2CO)C(N)C(O)C1O (some centres undefined) | 8%
COC(=O)C1=C(C(=O)OC)[C@@H]2N(Cc3ccccc3)c3ccccc3[C@@]23C[C@@H](C(=O)OC)N(S(=O)(=O)c2ccc(OC)cc2)C3=N1 | 7%[12.9 µM]
O=c1c(CCc2ccccc2)nc2cnc(N3CCOCC3)nc2n1C1CC1 | -20%
OC[C@@H](O)COc1cccc2ccccc12 | -3%

# Screens: PubChem, National Center for Advancing Translational Sciences (NCATS)
